# Compound activity: PubChem BioAssay, several laboratories
# KOR beta-arrestin-1 = KOR agonists, beta-arrestin recruitment, primary screen, cell-based, luminescence, uHTS (AID 1777); KOR beta-arrestin recruitment, luminescence; higher % means a stronger effect; hit rate 0.02% among 280,000; one-dose activation, % at 10 µM; EC50 in µM for titrated hits; in the data active means activation above about 50%, passing the limit was not always enough; further: a part of the inactive calls stands beside numbers as strong as those of hits
# CSM14.1 death rescue = rescue of cells from ER stress-induced death, primary screen, 384-well, CSM14.1, thapsigargin, ATP luminescence (AID 1222); CSM14.1 thapsigargin-induced death rescue, ATP luminescence; higher % means a stronger effect; cellular ATP content (survival), % at 20 µM, or EC50 in µM where a hit was titrated; 190,000 tested, under 10 active;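 active means EC50 below 50 µM in the dose-response confirmation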;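 further: death triggered by thapsigargin at about 15 µM added after 2 h compound pretreatment; cell ATP read after overnight thapsigargin exposure of roughly 18 to 22 hours; normalized against plate controls of thapsigargin alone and 5% DMSO vehicle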
# GPR55 activation = selective activators of receptor GPR55 – imaging, U2OS cells, beta-arrestin-GFP redistribution, primary screen (AID 1961); one-dose activation, % at 10 µM; EC50 in µM for titrated hits; U2OS GPR55 beta-arrestin-GFP redistribution imaging; higher % means a stronger effect; hit rate 0.048% among 290,000;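 active means activation above 40% with more than 50 cells counted in the well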;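 further: U2OS osteosarcoma cells stably expressing GPR55 and beta-arrestin-GFP; plate controls were DMSO negative control for no effect and LPI positive control for full effect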
# NTR1 agonist = NTR1-driven beta-arrestin-GFP spot formation – imaging, U2OS cells, high content, primary screen (AID 493036). P30989. agonist mode. activation, % at 20 µM. hit rate 0.17% among 330,000;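 active means activation at or above 40% of the spot to cytoplasm intensity ratio, with at least 20 cells analyzed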;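 further: 0% = DMSO without peptide and 100% = 100 nM NTR1 peptide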
# Target sequence (P30989 whole entry, looked up): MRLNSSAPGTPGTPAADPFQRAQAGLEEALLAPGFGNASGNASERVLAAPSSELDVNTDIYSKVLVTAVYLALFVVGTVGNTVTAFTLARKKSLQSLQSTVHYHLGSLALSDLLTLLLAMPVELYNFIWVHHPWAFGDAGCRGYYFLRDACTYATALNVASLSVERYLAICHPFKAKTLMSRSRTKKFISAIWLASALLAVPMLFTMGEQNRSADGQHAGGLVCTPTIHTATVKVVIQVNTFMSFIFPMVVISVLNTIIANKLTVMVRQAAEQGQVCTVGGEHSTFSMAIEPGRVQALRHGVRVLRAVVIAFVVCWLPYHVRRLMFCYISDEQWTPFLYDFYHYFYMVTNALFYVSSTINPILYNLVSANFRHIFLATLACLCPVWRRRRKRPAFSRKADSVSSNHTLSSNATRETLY
# KOR beta-arrestin-2 = kappa opioid receptor blockers – cell-based, luminescence, uHTS (AID 1778) | KOR beta-arrestin recruitment, luminescence, antagonist mode; higher % means a stronger effect | inhibition, % at 10 µM; hits with a dose series show IC50 in µM | hit rate 0.091% among 290,000; further: strong numbers were not always called active
# TNAP activators = human TNAP enzyme activators, primary screen, biochemical, luminescent, no phosphate acceptor, uHTS (AID 1001) | purified TNAP, luminescent activation assay, no phosphate acceptor; higher activation fold means a stronger effect | activation fold at 20 µM; hits with a dose series show EC50 in µM | hit rate 0.03% among 200,000; in the data active means activation fold from about 3, or a potency from the dose series; inactive means the rest, 99 in 100 with activation fold below about 1.6; further: many of its hits are not listed in these tables
# NOD1 NF-kB reporter = NOD1 signaling inhibitors, primary screen, cell-based, luminescence, uHTS (AID 1578). NOD1-driven NF-kB luciferase reporter cells, luminescence; higher % means a stronger effect. one-dose inhibition, % at 4 µM; EC50 in µM for titrated hits. hit rate 1% among 290,000; in the data active means inhibition mostly above about 36%, no sharp cut-off; inactive means mostly below about 34%;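 further: HEK-293T reporter cells stimulated with the NOD1 agonist gamma-tri-DAP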
# NOD2 inhibition = inhibition of NOD2-driven NF-kB reporter – cell-based, luminescence, uHTS, HEK293 (AID 1566); hit rate 0.63% among 290,000; HEK293 NOD2/NF-kB luciferase reporter, luminescence; higher % means a stronger effect; one-dose inhibition, % at 4 µM; EC50 in µM for titrated hits; further: many of its hits are not listed in these tables
# Yfh1-off respiration = mitochondrial function rescue without frataxin homolog – Friedreich's ataxia, plus single-dose screen, dose response (AID 1465); S. cerevisiae Yfh1-off respiration, WST-1 reduction, 72 h; higher fold induction means a stronger effect; one-dose fold induction at 50 µM; EC50 in µM for titrated hits; hit rate 0.074% among 220,000;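 active means fold induction of absorbance versus untreated yeast above a set limit, then at least 30% activation at any dose in follow-up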;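 further: activators that raise dye reduction in frataxin-depleted yeast; strong numbers were not always called active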
# NTR1 agonist cell count 20 µM = further read-out of NTR1 agonist, marked with its call; cell count; measured here: cell count, cytotoxicity flag
# Starred values were filed as active, the others as inactive; i = inactive; · = not tested or not shown; [ ] = dose if it differs, or a comment. Unless noted, no stated cut-off is given here; in the data, active means inhibition above about 50%; inactive means the rest.
SMILES,KOR beta-arrestin-1,CSM14.1 death rescue,GPR55 activation,NTR1 agonist,NTR1 agonist cell count 20 µM,KOR beta-arrestin-2,TNAP activators,NOD1 NF-kB reporter,NOD2 inhibition,Yfh1-off respiration
O=C1CSC(=S)N1N=C1CCCCCC1,7.4%,-2.6%,-0.5%,·,·,-57.2%,1.2,-5.5%,5.1%,i
Cc1nn2c(COc3ccc(NC(=O)c4ccccc4)cc3)nnc2c2ccccc12,1.9%,-3.2%,0.1%,3.7,78,-76.2%,1.1,-7.5%,-7.1%,i
Cc1nc2c([nH]1)C1(CCN(Cc3ccccc3)CC1)C(C#N)=C(N)O2,0.1%,-2.9%,0.2%,-1.6,53,-5.9%,1.1,-16.1%,-9.6%,i
COc1ccc(C(=O)NN2CCCCC2)cc1OC,-4.7%,0.0%,-0.4%,1.1,62,0.3%,1.1,-13.4%,1.5%,i
O=[N+]([O-])c1cccc(/C=N/Nc2cc(Cl)nc(-c3ccccc3)n2)c1,-0.7%,-1.9%,0.2%,25.3,49,4.6%,1,20.9%,18.5%,i
OCC1(Cc2ccccc2)CCN(Cc2cccc(F)c2F)CC1,-1.2%,0.0%,-0.2%,-0.6,47,-12.0%,1,-41.1%,-0.2%,i
CC1CN(C(=O)N(C)C)CCN1C(=O)N(C)C (stereo not drawn),-0.7%,-0.3%,-0.2%,0.1,48,-27.2%,1.2,4.1%,0.6%,i
Cc1ccc(OCC(=O)N2CCc3ccccc32)cc1,0.5%,0.1%,-0.2%,-1.1,93,-33.0%,1.1,-18.2%,-103.8%,i
Cn1c(SCC(=O)NC2CC2)nnc1C(F)(F)F,-2.6%,-2.5%,-0.2%,2.0,52,32.6%,1.1,-28.5%,-7.5%,i
CCOP(=O)(OCC)C(Nc1ccccc1)c1cccnc1 (stereo not drawn),5.7%,·,-0.3%,0.1,49,-9.8%,·,-13.1%,8.0%,i
CCC1(c2ccccc2)NC(=O)N(CC(=O)NCc2ccncc2)C1=O (stereo not drawn),2.8%,·,-0.1%,-0.2,47,-33.3%,·,-24.5%,-5.7%,·
O=C(NCCc1nc2ccccc2[nH]1)c1cc([N+](=O)[O-])cc([N+](=O)[O-])c1,4.4%,0.1%,-0.3%,1.6,73,-7.4%,1.1,-8.5%,17.4%,i
O=c1[nH]c(CSc2nc3ccccc3o2)nc2c1cnn2-c1ccccc1,-4.1%,-1.9%,-0.2%,8.9,45,-14.5%,1,-31.3%,12.2%,i
O=C(c1ccc(COc2ccc(Cl)cc2)cc1)N1CCCCC1,-7.1%,-2.0%,0.3%,0.6,79,14.4%[20 µM],1,-33.6%,-90.2%,i
CCOC(=O)Cn1c(=O)oc2cc(S(=O)(=O)NCCC(C)C)ccc21,-3.0%,-1.6%,0.3%,-0.2,81,-50.6%,1.2,9.8%,13.3%,i
N/C(=N\O)c1ccccc1N1CCCCC1,-4.0%,0.4%,0.1%,0.2,47,-6.1%,1.1,-23.4%,5.0%,i
O=C(CCc1ccccc1)N=C1SC2CS(=O)(=O)CC2N1c1ccc(F)cc1 (stereo not drawn),0.9%,·,-0.2%,0.1,60,-4.7%,·,-11.8%,9.6%,·
O=C(NC(=S)N1CCc2ccccc21)c1ccccc1Cl,-3.0%,·,0.3%,-0.9,62,-14.5%,·,-54.6%,-14.4%,·
COc1cccc(CNC(=O)C2CCN(Cc3cnn(-c4ccccc4)c3-n3cccc3)CC2)c1,0.3%,0.1%,0.3%,0.5,56,6.0%,1.4,-27.1%,8.5%,i
Cc1ccc(NS(=O)(=O)c2cccc(C(=O)NCC(c3cccs3)N(C)C)c2)cc1 (stereo not drawn),-3.9%,-0.4%,0.0%,-0.1,63,33.8%,1.2,-14.1%,-1.7%,i
CCCCNC(=O)c1onc(CSc2cccc(OC)c2)c1C(=O)O,0.4%,-2.1%,0.1%,0.6,96,12.8%,1.1,-8.2%,12.0%,i
CSc1ccccc1C(=O)C1CCCN(C(=O)c2csnn2)C1 (stereo not drawn),·,-1.0%,-0.1%,0.2,39,8.2%[20 µM],1,-9.9%,-16.1%,i
Cc1nonc1NC(=O)CSc1nc(C2CCCCC2)nc2ccccc12,2.5%,-2.3%,-0.2%,7.5,73,-54.6%,1,37.3%,-10.4%,i
CCCCCc1cc(=O)oc2c(C(CCN3CCCCC3)c3ccc4c(c3)OCO4)c(OC)cc(OC)c12 (stereo not drawn),1.6%,·,0.9%,16.2,45,-13.2%,·,2.9%,11.9%,i
Cc1c(C(=O)Nc2cccc3cccnc23)oc2ccccc12,6.3%,-0.7%,-0.4%,3.9,58,-2.9%,1,-37.4%,-2.9%,i
CC1CSc2n(-c3cccc(C(F)(F)F)c3)cc(-c3ccccc3)[n+]21 (stereo not drawn),-2.3%,-0.6%,1.4%,0.4,48,0.2%,1.1,-27.7%,13.1%,i
CCOC(=O)N1CCN(CC(c2ccccc2)c2ccccc2)CC1,-0.1%,·,-0.2%,0.3,57,26.2%[20 µM],·,-16.2%,8.2%,·
Cc1ccc(OCc2nc3ccccc3[nH]2)cc1,10.5%,-1.6%,-0.8%,-1.8,77,-18.8%,2,-14.1%,10.3%,i
O=C(NC(=O)N1CCN(C(c2ccccc2)c2ccccc2)CC1)c1ccccc1,1.6%,·,-0.1%,0.8,55,5.4%,·,-0.9%,19.4%,i
Cc1ccc(CNc2nc(-c3cccs3)nc3ccccc23)cc1,2.7%,0.4%,-0.3%,9.0,78,-0.1%,1.1,17.5%,-3.7%,i
CCCCC(=O)NS(=O)(=O)c1ccc(N=NN2CCCCC2)cc1,7.9%,0.0%,-0.3%,-0.1,68,4.7%,1.1,-13.6%,8.2%,i
O=C(NC(Cc1ccccc1)c1nc2ccccc2[nH]1)C1CC(=O)N(c2ccc3c(c2)OCCO3)C1 (stereo not drawn),-1.6%,1.0%,0.1%,-1.7,91,·,1.1,27.5%,-3.5%,i
CCOCCCNCC(=O)Nc1ccccc1N1CCOCC1,-0.8%,4.0%,-1.0%,1.3,71,13.9%,1.2,6.8%,16.0%,i
O=C(CNS(=O)(=O)c1ccc(Br)s1)Nc1ccc2c(c1)OCCO2,-0.2%,-1.0%,0.2%,-0.6,53,-4.5%,1.1,-22.2%,-7.6%,i
Cc1nc2[nH]c(=O)c3c(n2n1)NC1=C(C(=O)CC(C)(C)C1)C3c1ccc(F)cc1 (stereo not drawn),-1.5%,-1.5%,-0.2%,0.7,85,20.7%,1,0.4%,-1.1%,i
Cc1cccc(Cc2nnc(CCC(=O)NCc3ccncc3C)o2)c1,·,0.5%,-0.1%,0.4,49,18.1%[20 µM],1,-19.7%,-1.1%,i
CCCc1nc2c(sc3nc4c(cc32)COC(C)(C)C4)c(=O)n1Cc1ccco1,-4.0%,-1.0%,-0.1%,11.5,59,37.0%,1.1,-12.3%,13.6%,i
COc1ccc(-c2onc(C)c2-c2cnn(-c3ccccc3)c2)c(O)c1,-0.2%,-1.3%,0.2%,0.2,78,-1.3%,1,11.5%,-9.1%,i
CC(=O)c1ccc(NC(=O)c2cc(=O)[nH]c3ccccc23)cc1,-4.5%,·,-0.1%,-0.4,62,-33.8%[20 µM],·,-34.2%,1.7%,·
Cc1cccc(NC(=O)c2cccc3c2C(=O)c2ccccc2-3)c1,3.8%,-1.0%,-0.1%,6.9,81,-55.8%,1,-17.3%,-12.9%,·
CC(C)CSc1nc2ccccc2c(=O)[nH]1,-2.3%,-1.5%,0.1%,3.8,50,-5.3%,1.1,-14.8%,-6.8%,i
O=C(Nc1ccccc1)N1CCc2scc[n+]2-c2ccccc21,0.1%,1.5%,-0.1%,1.2,49,-0.4%,0.3,-12.2%,2.4%,i
Cn1cccc1C(=O)/C(C#N)=C/c1ccc(F)cc1,-23.8%,·,0.0%,-0.9,89,2.6%,·,4.1%,13.3%,·
Cc1ccccc1Nc1nnc(SCC(=O)NC2CCCc3ccccc32)s1 (stereo not drawn),-0.6%,-0.6%,0.0%,0.2,73,-2.0%,1.4,-1.8%,-10.2%,i
O=c1c2c3c(sc2ncn1Cc1ccc(F)cc1)CCC3,-1.5%,-0.6%,0.6%,1.8,54,-12.1%,1,-14.2%,-9.6%,i
COc1cccc(NC(=O)CN2CCN(CC(=O)Nc3ccccc3Cl)CC2)c1,-1.6%,·,-0.2%,0.4,47,8.3%,·,-6.9%,10.4%,·
CC(C)OC(=O)CC(=O)CSc1nc2c(c(-c3cccs3)c1C#N)CCC2,4.2%,4.6%,-0.3%,6.1,98,-7.6%,0.9,-33.4%,9.5%,i
C=CCN=C1SC(C)(C)C(=O)N1S(=O)(=O)c1ccc(C)cc1,-5.6%,0.2%,0.1%,-0.1,47,4.5%,1.2,-18.5%,17.4%,i
CC(C)C[C@@H](CO)N1CCN(Cc2ccc([N+](=O)[O-])cc2)CCC1=O,-0.4%,·,0.0%,-0.6,65,-22.8%[20 µM],·,-11.4%,-6.7%,·
COc1cc(CNc2ccccc2SC)ccc1O,6.5%,2.5%,-0.2%,3.8,79,-14.7%,1.1,-29.9%,7.6%,i
# Following part
SMILES,KOR beta-arrestin-1,CSM14.1 death rescue,GPR55 activation,NTR1 agonist,NTR1 agonist cell count 20 µM,KOR beta-arrestin-2,TNAP activators,NOD1 NF-kB reporter,NOD2 inhibition,Yfh1-off respiration
O=c1[nH]cnc2c1C(c1ccc(Cl)cc1)c1c(nc[nH]c1=O)O2,-3.5%,·,-0.2%,-1.3,52,32.2%,·,17.3%,-5.4%,·
O=C1CS/C(=N/N=C/c2ccccc2)N1Cc1ccco1,1.8%,·,0.3%,2.7,71,-13.1%,·,-2.8%,-38.0%,i
COc1ccc(-c2nc(C#N)c(N3CCN(c4ccccc4)CC3)o2)cc1,2.1%,·,-0.1%,-0.4,51,-5.9%,1.1,-3.2%,-0.4%,i
COc1ccc(-n2cc(C(=O)O)c3ccccc3c2=O)cc1,3.1%,-1.3%,-0.1%,-0.6,87,-2.1%,0.8,-9.7%,11.3%,i
Cc1c(C(=O)Nc2nnc(C(F)(F)F)s2)oc2ccccc12,4.0%,-1.3%,-0.2%,8.2,73,-40.8%,1.1,48.0%,3.0%,i
CC1(C)CC(NC(=O)COc2ccc3ccccc3c2)CC(C)(C)N1,-0.2%,-1.3%,-0.1%,-0.3,51,4.8%,1.1,-16.0%,17.9%,i
Cc1n[nH]c(C)c1S(=O)(=O)N1CCCCCC1,-6.4%,-3.2%,-0.2%,1.1,53,-22.8%,0.8,-0.7%,10.4%,i
O=[N+]([O-])/C=C/c1cc2ccccc2[nH]1,2.5%,·,0.3%,2.1,86,-14.8%,·,-0.4%,-12.3%,i
O=C(CCCN1C(=O)/C(=C/c2cccs2)SC1=S)Nc1ccc(C(=O)O)cc1,2.7%,-0.1%,0.2%,2.1,38,-28.1%,0.9,-35.6%,5.2%,i

# These rows are one share of the data; the hit share may differ from the screen's.
